# High-throughput results: PubChem BioAssay, National Center for Advancing Translational Sciences (NCATS)
# TSHR antagonist = antagonists of human thyroid stimulating hormone receptor | TSHR-expressing cells, TSH-stimulated cAMP HTRF, 2 h; stronger effect = lower value | activity change, negative = inhibition, % at 11.5 µM | hit rate 0.2% among 330,000;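 active = activity change below a set negative limit, meaning inhibition stronger than a set level, cut at about -70% in these data; inconclusive = activity change between two set negative limits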; also: % is scaled to controls: 0 for no effect and ±100 for the full control effect
# Target sequence (P16473 whole entry, looked up): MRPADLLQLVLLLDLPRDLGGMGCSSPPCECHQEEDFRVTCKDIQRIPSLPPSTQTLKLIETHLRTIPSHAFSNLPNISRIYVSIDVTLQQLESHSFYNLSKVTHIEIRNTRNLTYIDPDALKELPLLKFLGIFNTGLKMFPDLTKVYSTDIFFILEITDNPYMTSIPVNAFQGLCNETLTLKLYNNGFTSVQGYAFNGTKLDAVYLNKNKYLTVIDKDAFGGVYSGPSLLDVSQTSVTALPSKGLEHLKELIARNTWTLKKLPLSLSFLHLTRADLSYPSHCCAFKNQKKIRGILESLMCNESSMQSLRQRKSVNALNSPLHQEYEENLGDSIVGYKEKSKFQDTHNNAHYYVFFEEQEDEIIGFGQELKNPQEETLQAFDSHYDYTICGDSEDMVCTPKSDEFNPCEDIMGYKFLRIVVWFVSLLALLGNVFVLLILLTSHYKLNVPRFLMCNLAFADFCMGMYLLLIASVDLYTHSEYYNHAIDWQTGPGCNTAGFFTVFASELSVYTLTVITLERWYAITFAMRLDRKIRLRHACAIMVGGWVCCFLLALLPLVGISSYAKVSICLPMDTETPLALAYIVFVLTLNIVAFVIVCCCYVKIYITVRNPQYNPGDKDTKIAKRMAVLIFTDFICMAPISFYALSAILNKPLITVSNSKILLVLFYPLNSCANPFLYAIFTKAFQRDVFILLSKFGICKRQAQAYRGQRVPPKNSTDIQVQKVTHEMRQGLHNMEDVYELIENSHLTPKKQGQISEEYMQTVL
#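 Cell-based HTRF cAMP assay; TSHR cells + compound, TSH EC80 (4nM final), 2 h, 37 deg C. Lysis with anti-cAMP cryptate and cAMP-d2, 30 min RT, read 665/620 nm.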
# hERG WT inh = blocks the wildtype human KCNH2 potassium channel | U2OS, BacMam KCNH2, thallium flux FluxOr; stronger effect = lower value | hit rate 0.37% among 340,000 | activity change, % at 1.84 µM | Q12809 | AID 720551;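 active = maximum activity change below -70%; inconclusive = maximum activity change between -70% and -50%; inactive = maximum activity change above -50%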; also: % is scaled to controls: 0 for no effect and ±100 for the full control effect
#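 U2OS cells transduced with wild-type KCNH2 virus are loaded with FluxOr dye for 45 min, and thallium flux is measured in kinetic reads before and after stimulation buffer. Rate constants are normalized to DMSO controls.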
# GALK inh = blocks human galactokinase activity; AID 1868; P51570; hit rate 0.007% among 270,000; Potency, µM (highest dose often 57.5 µM), for the others: at the top dose activity change, negative = inhibition, actives largely listed as inhibitors; Purified GALK, Kinase-Glo residual ATP luminescence; also: potency is read from the fitted curve at half-maximal effect; % is scaled to controls: 0 for no effect and ±100 for the full control effect
#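 Luminescence from leftover ATP (Ultra-Glo luciferase/luciferin) served as read-out after a 1 h room-temperature reaction of 5 nM GALK with 35 uM ATP and 100 uM galactose.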
# AT treatment = potential ataxia-telangiectasia treatment; […] A-T fibroblasts, KAP-1 phosphorylation AlphaLISA; neocarzinostatin DNA damage 30 min before lysis; Potency, µM (highest dose often 57.5 µM), for the others: at the highest dose activation, actives largely listed as activators; hit rate 0.19% among 320,000; AID 485349; also: potency is read from the fitted curve at half-maximal effect; % of control where 0% means no effect; nearly all actives have a fitted effect of over 45% in size
#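 hTERT-immortalized A-T patient fibroblasts ([…]), 500 cells/well in OPTI-MEM, 1% FBS, got compounds for 60 min, then NCS for 30 min at 37C. Lysates were then assayed for phospho-KAP-1 by AlphaLISA (anti-pKAP1 donor, anti-KAP1 acceptor beads), 6 hr at 25C.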
# TCR act = activators of T cell receptors; primary human leukocytes, anti-CD3, IL-2 HTRF, 48 h; Potency, µM (doses to about 9.22 µM), inactives show at the highest dose activation of IL-2 secretion, most hits filed as activators; 330,000 tested, under 10 active; AID 504894; also: % of control where 0% means no effect
#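 Primary human leukocytes were stimulated with a-CD3 beads plus compounds for 48 hr without co-stimulation; secreted IL-2 was quantified by HTRF using a-IL-2-K (europium cryptate) and a-IL-2-d2, excited at 320nm with acceptor emission read at 665nm.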
# BCR signal inh = blocks chronic active B-cell receptor signaling; ABC-DLBCL IkBa-CBG/CBR reporter, luminescence ratio, 4 h; Potency, µM (highest dose often 46.1 µM), for inactives: at the highest dose ratio change, negative = lower green/red ratio, most hits filed as inhibitors; hit rate 0.05% among 340,000; active = well fitted inhibition curve with a large enough effect in the signal ratio, with a control signal flat, not every such curve was filed as active; inconclusive = small, poorly fitted or top-dose-only effect, or effect the other way, or a change in a side signal; the % refers to the signal ratio;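 also: potency is read from the fitted curve at half-maximal effect; plate controls were basal doxycycline-induced cells for no effect and cells given 10 µM MG132 for full effect; MG132 reads +100%, hits lower the ratio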
#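 Concentration-response series (up to 46 uM) were applied to TMD8 dual-reporter cells for 4 h at 37C with doxycycline. Green/red ratio, after filter-overlap correction, defined %Activity; red signal alone was normalised to basal cells and zero luminescence.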
# Tb PFK block = inhibitors of T. brucei phosphofructokinase; O15648; T. brucei PFK, ADP-Glo luminescence; Potency, µM (top dose mostly 57.5 µM), inactives show at the top dose activity, negative = inhibition, most hits filed as inhibitors; hit rate 0.17% among 330,000; AID 485367;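 also: potency is read from the fitted curve at half-maximal effect; 0% = uninhibited 1x PFK enzyme wells and -100% = no-enzyme wells; nearly all actives have a fitted effect of over 60% in size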
#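 In TEA buffer at pH 8.0 with 5 mM MgCl2, enzyme (1.25 nM) converted F6P (0.5 mM) and ATP (0.1 mM) for 45 min at room temperature. ADP product was read by luciferase luminescence.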
# Giardia kill = Giardia lamblia killing; Giardia lamblia trophozoite viability; activity change, % at 7.66 µM, hits read low; hit rate 0.15% among 340,000; AID 540267; in the data active = activity change below about -80%; inconclusive = between about -30% and that limit;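 also: parasites exposed to compound for two days anaerobically before the ATP read; % is scaled to controls: 0 for no effect and ±100 for the full control effect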
#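 Trophozoites 100 cells/well + cpd; 48 hrs, 37 deg C, anaerobic. ATPLite 1-Step added, 15-30 min RT, luminescence read (ATP-based viability).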
# MLL CXXC-DNA inh = blocks binding of human MLL CXXC domain to DNA; Q03164; MLL-CXXC / FITC-HOXA9 DNA fluorescence polarization; Potency, µM (highest dose often 115 µM), inactives show top-dose activity change, negative = inhibition, most hits filed as inhibitors; hit rate 0.037% among 290,000; AID 2662; active = well fitted inhibition curve with a large enough effect in the polarisation, with a control signal flat, not every such curve was filed as active; inconclusive = small, poorly fitted or top-dose-only effect, or effect the other way, or a change in a side signal; inactive = no such curve, though single readings can be large or run the other way; the % refers to the polarisation; also: potency is read from the fitted curve at half-maximal effect
#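 Purified MLL-CXXC (added from a 7 uM solution) was preincubated 5 min at ambient with pinned compounds in 50 mM Tris-HCl pH 7.5, 50 mM NaCl, 1 mM DTT, 0.05% BSA. Fluorescein-labeled HOX-A9 DNA (50 nM solution) followed, 30 min, then polarization read.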
# FBPA coupling cs = coupling enzyme interference in Giardia aldolase counter-screen. activity change, negative = inhibition, % at 58.2 µM, hits read low. AID 2472. coupling enzyme system counterscreen, AmpLite Red fluorescence. hit rate 0.67% among 290,000; in the data active = activity change below about -30%; also: % is scaled to controls: 0 for no effect and ±100 for the full control effect
#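 Counterscreen of the coupled detection system alone, without aldolase: glyceraldehyde-3-phosphate coupling enzymes plus AmpLite Red readout. Compounds at 57.5 uM final, 10 min RT preincubation, 20 min RT reaction, fluorescence 525/598 nm.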
# The depositor's hits bear a star; i = inactive; ? = inconclusive; / = no result given; [ ] = remark or other dose. Unless noted, calls follow the shape of the dose curve; as a rule, active = well fitted curve in the direction sought with a large enough effect; inconclusive = small, poorly fitted or top-dose-only effect, or another doubt; inactive = no such curve, though single readings can be large; an effect the other way counts as inactive or inconclusive.
SMILES	TSHR antagonist	hERG WT inh	GALK inh	AT treatment	TCR act	BCR signal inh	Tb PFK block	Giardia kill	MLL CXXC-DNA inh	FBPA coupling cs
O=C(COc1ccccc1)NC1CCSC1=O (stereo not drawn)	1	i	1%	-1%	-1%	0%	1%	2	1%	1
Cc1ccc(NC(=O)CN2CCOCC2)cc1C	-1	-2	4%	3%	5%	-1%	-2%	-14	-2%	-3
COc1ccccc1C(=O)N1CCN(C2CCN(Cc3ccccc3)CC2)CC1	/	5	0%	/	6%	/	/	22	25%	2
Cc1cc(C(=O)N/N=C/c2c(C)[nH]c3ccccc23)n[nH]1	0	-6	/	-3%	0%	-17%	-1%	-21	-1%	-1
CC1(CC(=O)N/N=C/c2cc(Br)c(O)cc2O)OCCO1	-14	15	1%	-4%	11%	-13%	0%	14	13%	0
C/C(=N/NS(=O)(=O)c1ccc(C)cc1)c1ccc2c(c1)OCO2	7	-14	7%	-1%	0%	0%	1%	-12	-2%	1
COc1ccc([N+](=O)[O-])cc1NC(=O)COC(=O)c1ccccn1	10	-10	3%	-6%	-7%	?	-3%	7	-3%	0
COc1ccc(OC)c(NC(=O)Nc2ccc(Cl)cc2)c1	-5	2	1%	/	3%	?	2%	3	29%	-1
Cc1ccc(/C=N/NC(=O)c2c(-c3ccccc3)noc2C)c(O)c1	5	/	-5%	1%	/	0%	2%	/	-2%	/
CC(=O)c1c(C)[nH]c(C(=O)CN2C(=O)NC3(CCCCC3C)C2=O)c1C (stereo not drawn)	-1	-8	/	5%	4%	-2%	-6%	-7	/	/
COC(=O)c1ccc(C(=O)NC(=S)Nc2nc3c(s2)CCCC3)cc1	-20	5	1%	-1%	3%[46.1 µM]	?	19%	-16	5%	0
COC(=O)Cn1cnc2c(cnn2-c2ccc(C)cc2)c1=O	2	22	3%	14%	-1%	8%	-4%	-17	-7%	0
NC(=O)c1cc2n(n1)C(C(F)(F)F)CC(c1ccco1)N2 (stereo not drawn)	9	0	1%	0%	-1%	4%	-1%	14	-8%	8
O=C(Nc1ccccc1F)C1CCN(S(=O)(=O)c2cccnc2)CC1	2	0	9%	2%	4%	-5%	1%	12	0%	/
COc1ccc(S(=O)(=O)N2CCN(c3nn(C)c(=O)n(C)c3=O)CC2)cc1	12	6	/	7%	6%	-2%	5%	-7	/	/
COc1ccc(Nc2nc(N)nc(CSc3nnc(N)s3)n2)cc1	13	-2	0%	/	0%	1%	-5%	2	-3%	3
CCOc1ccc(NC(c2ccccc2)P(=O)(OC)OC)cc1 (stereo not drawn)	6	5	0%	-4%	/	4%	1%	-14	-4%	-1
O=C(O)c1ccc(C(=O)O)c(C(=O)c2ccccc2)c1	3	5	-1%	0%	-4%	25%	1%	-16	-7%	0
C/C(=C\c1ccc(Br)cc1)C(=O)c1c(C)cc(C)[nH]c1=O	9	2	2%	1%	2%	?	-5%	-10	0%	1
CCCCN1C(=O)C2C(C(=O)Nc3cccc(OC)c3)C3C=CC2(O3)C1C(=O)NC1CCCCC1C (stereo not drawn)	-12	2	-2%	-2%	-2%	12%	2%	16	23%	4
COc1ccccc1C1NC(=O)c2ccccc2O1 (stereo not drawn)	-2	11	1%	-2%	/	4%	1%	7	-22%	-3
O=C(CN1C(=O)C2C3C=CC(C3)C2C1=O)Nc1ccc(S(=O)(=O)Nc2nccs2)cc1 (stereo not drawn)	3	-1	0%	-6%	5%	2%	1%	-18	4%	5
O=C(N/N=C\c1cc2c(cc1Cl)OCO2)c1cccs1	3	-2	-7%	-1%	4%	?	0%	-13	5%	/
CC(C)CN(C(=O)C(C)N1C(=O)c2ccccc2C1=O)c1c(N)n(Cc2ccccc2)c(=O)[nH]c1=O (stereo not drawn)	-3	-9	/	12%	-1%	?	-6%	-9	/	/

# Record cards (already shown). Order of screens: TSHR antagonist	hERG WT inh	GALK inh	AT treatment	TCR act	BCR signal inh	Tb PFK block	Giardia kill	MLL CXXC-DNA inh	FBPA coupling cs
# COc1ccccc1C1NC(=O)c2ccccc2O1 (stereo not drawn) is listed with -2	11	1%	-2%	/	4%	1%	7	-22%	-3
# CCOc1ccc(NC(c2ccccc2)P(=O)(OC)OC)cc1 (stereo not drawn) is listed with 6	5	0%	-4%	/	4%	1%	-14	-4%	-1

# More entries follow:
SMILES	TSHR antagonist	hERG WT inh	GALK inh	AT treatment	TCR act	BCR signal inh	Tb PFK block	Giardia kill	MLL CXXC-DNA inh	FBPA coupling cs
COc1ccc(C(=O)NCc2cnn(C)c2)cc1OC1CCN(C(C)C)CC1	-18	1	0%	-1%	4%	-2%	0%	-3	7%	2
COc1ccc(-c2nnc(SCC(=O)Oc3ccc(C)cc3)o2)cc1	-5	-3	-1%	3%	3%[46.1 µM]	?	2%	5	4%	-1
COc1ccc(CN2CCc3ccc(NC(=O)c4ccncc4)cc3C2)c(F)c1	12	13	-5%	15%	/	-4%	2%	11	-5%	/
Cc1ccc(C(=O)Cn2c(=N)n(CCN3CCOCC3)c3ccccc32)cc1	-29	11	/	6%	-4%	6%	2%	-17	/	/
Cc1c(C(=O)N2CCN(c3ccccc3)CC2)sc2ncnc(N3CCN(c4ccccn4)CC3)c12	-4	2	16%	4%	0%	-11%	1%	-4	-3%	0
CCOC(=O)c1c(C)[nH]c(C)c1C(=O)CSc1nnc(-c2ccc(OC(F)F)cc2)o1	-3	-4	1%	/	-1%	?	2%	-23	13%	2
CCC(C)/C(C)=N/NC(=O)C1COc2ccccc2O1 (stereo not drawn)	-3	-15	2%	2%	6%[46.1 µM]	7%	-8%	5	0%	2
Fc1ccc(-c2nnc(Cc3nnc(-c4ccc(F)cc4)o3)o2)cc1	0	16	6%	4%	7%	0%	0%	-3	5%	0
O=C(CCc1ccccc1)NC(NC(=S)Nc1ccc(Br)cc1)C(Cl)(Cl)Cl (stereo not drawn)	1	-10	-1%	-1%	1%	?	-3%	9	15%	6
Cc1ccc(S(=O)(=O)n2nc(OC(=O)c3cccc(F)c3)cc2N)cc1	5	-10	-4%	1%	2%	-2%	-4%	-26	75%[activator]	-1
Cc1ccccc1-c1nnn(CC(=O)N2CCN(S(=O)(=O)c3ccc(Cl)cc3)CC2)n1	-5	11	0%	-1%	1%	13%	6%	10	2%	0
O=C(NCCC1CCCCN1S(=O)(=O)c1ccccc1)C(=O)NCc1ccco1 (stereo not drawn)	-6	-1	/	3%	0%	11%	-6%	11	/	/
CC(C)C(NC(=O)c1ccccc1)C(=O)OCC(=O)N1CCCC1 (stereo not drawn)	-11	-1	/	-7%	1%	?	7%	0	/	/
O=C(CSc1nccn1Cc1ccccc1)Nc1ccccc1	10	-1	7%	3%	13%	1%	-4%	1	3%	/
CCn1c(C(C)NC(=O)c2ccccc2C)n[nH]c1=S (stereo not drawn)	2	-8	4%	-4%	10%	-1%	-2%	-20	-2%	4
O=C(NC1CCCCC1)c1cccc2c1C(=O)c1ccc(N3CCCC3)cc1S2(=O)=O	14	1	/	3%	0%	?	-3%	3	/	/
COc1cc(NC(=O)CCCC(=O)OCC(F)(F)C(F)F)nc(OC)n1	-7	2	0%	20%	3%	11%	-5%	0	-6%	-1
CC(Oc1cccc(Cl)c1)C(=O)Nc1cc(Cl)ccc1N1CCOCC1 (stereo not drawn)	-20	-1	/	5%	/	-1%	0%	-4	/	/
O=C(CNC(=O)c1ccc(Cl)cc1)N/N=C/c1cccnc1	-9	6	1%	-7%	1%	?	1%	-4	-1%	1
COc1ccc(CCNc2nc(-c3sc(C)nc3C)cs2)cc1OC	-26	-7	1%	/	5%	?	?	1	1%	-11

# Quoted at random: five compounds from above
SMILES	TSHR antagonist	hERG WT inh	GALK inh	AT treatment	TCR act	BCR signal inh	Tb PFK block	Giardia kill	MLL CXXC-DNA inh	FBPA coupling cs
O=C(Nc1ccccc1F)C1CCN(S(=O)(=O)c2cccnc2)CC1	2	0	9%	2%	4%	-5%	1%	12	0%	/
O=C(NC1CCCCC1)c1cccc2c1C(=O)c1ccc(N3CCCC3)cc1S2(=O)=O	14	1	/	3%	0%	?	-3%	3	/	/
CC(C)CN(C(=O)C(C)N1C(=O)c2ccccc2C1=O)c1c(N)n(Cc2ccccc2)c(=O)[nH]c1=O (stereo not drawn)	-3	-9	/	12%	-1%	?	-6%	-9	/	/
COc1ccccc1C(=O)N1CCN(C2CCN(Cc3ccccc3)CC2)CC1	/	5	0%	/	6%	/	/	22	25%	2
COc1ccc(Nc2nc(N)nc(CSc3nnc(N)s3)n2)cc1	13	-2	0%	/	0%	1%	-5%	2	-3%	3
